# MITF inh = human MITF inhibition, primary screen. 0.91% of 650,000 active. inhibition, % at 2.6 µM. AID 1259374. O75030. AlphaScreen MITF homodimerization, bead proximity signal; in the data active = inhibition above about 50%;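 note: 0% = vehicle wells with protein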
# Target sequence (O75030 whole entry, looked up): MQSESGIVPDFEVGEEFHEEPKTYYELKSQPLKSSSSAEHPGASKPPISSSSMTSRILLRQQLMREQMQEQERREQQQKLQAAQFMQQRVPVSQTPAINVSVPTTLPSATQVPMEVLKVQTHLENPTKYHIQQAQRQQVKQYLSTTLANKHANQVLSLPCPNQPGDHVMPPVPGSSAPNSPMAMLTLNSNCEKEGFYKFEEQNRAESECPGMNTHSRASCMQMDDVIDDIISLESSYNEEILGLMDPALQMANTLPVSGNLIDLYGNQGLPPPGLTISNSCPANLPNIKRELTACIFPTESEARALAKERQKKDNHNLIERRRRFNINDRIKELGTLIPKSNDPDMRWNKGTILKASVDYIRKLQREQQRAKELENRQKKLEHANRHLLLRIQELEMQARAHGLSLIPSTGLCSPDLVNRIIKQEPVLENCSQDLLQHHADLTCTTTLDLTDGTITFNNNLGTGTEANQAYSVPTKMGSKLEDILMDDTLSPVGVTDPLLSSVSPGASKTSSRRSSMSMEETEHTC
# TEAD-YAP inh = TEAD-YAP interaction inhibition | AID 1259422 | 1.4% of 640,000 active | HEK-TIYL cells, TEAD-Gal4/YAP UAS-luciferase luminescence | inhibition, % at 9.12 µM; in the data active = inhibition above about 32%;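 note: 0% = median of test compound wells and 100% = reference inhibitor wells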
# FBW7 activator = human FBW7 E3 ligase activation, primary screen; AlphaScreen FBW7–phospho-cyclin E peptide binding, activator screen; 0.13% of 650,000 active; Q969H0; normalized activity (activation), % at 26.1 µM; in the data active = normalized activity above about 1.9%;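 note: purified mutant Fbw7 with reduced substrate affinity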
# GPR151 activ = activators of human GPR151. 1% of 650,000 active. AID 1508602. activation, % at 11.2 µM. PathHunter beta-arrestin GPR151 cells, luminescence; in the data active = activation above about 4.9%;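 note: 0% = median of compound wells and 100% = cells with positive control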
# Target sequence (Q8TDV0 whole entry, looked up): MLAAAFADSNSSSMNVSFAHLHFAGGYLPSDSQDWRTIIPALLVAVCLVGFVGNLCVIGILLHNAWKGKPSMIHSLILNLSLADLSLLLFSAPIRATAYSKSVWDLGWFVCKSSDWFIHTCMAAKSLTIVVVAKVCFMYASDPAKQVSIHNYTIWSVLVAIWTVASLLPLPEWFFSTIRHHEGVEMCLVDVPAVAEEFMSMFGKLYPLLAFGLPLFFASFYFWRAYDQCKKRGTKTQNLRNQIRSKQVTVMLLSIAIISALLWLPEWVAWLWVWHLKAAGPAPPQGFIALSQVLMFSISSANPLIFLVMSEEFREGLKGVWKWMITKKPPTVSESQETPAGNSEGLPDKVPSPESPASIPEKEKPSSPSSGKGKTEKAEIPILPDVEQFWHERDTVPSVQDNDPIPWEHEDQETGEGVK
# Numbers without * were called inactive.
SMILES,MITF inh,TEAD-YAP inh,FBW7 activator,GPR151 activ
Cc1cc(-n2c(SCc3ccccc3F)nc3n[nH]c(C)c3c2=N)ccc1Cl,-1,-4,0.0,0.2
O=c1c2cc(NC(=S)NCC3CCCO3)ccc2nc2n1CCCCC2 (stereo not given),8,-6,0.0,0.4
COc1ccc(Nc2cc(-n3cccn3)nc(C)n2)cc1,2,1,-0.1,-0.7
NS(=O)(=O)c1ccc(CCNC(=O)CSc2nc3cc4c(cc3c(=O)n2CCC2=CCCCC2)OCO4)cc1,3,2,-0.1,0.5
Cc1nc(-c2ccc(NC(=O)c3ccc([N+](=O)[O-])cc3)cc2)cs1,-8,2,0.1,0.9
COc1ncc(C(=O)N2CCc3ccc(NC(=O)Cc4ccccc4F)cc3C2)cn1,3,-2,-0.1,0.6
CN(C(=O)CCCN1C(=O)c2ccccc2C1=O)C1CC(C)(C)N(C)C(C)(C)C1,-4,-2,0.1,-0.4
COc1ccc2c(c1)OC1(C)CC2C(C(=O)c2ccccc2OC)C(=O)N1 (stereo not given),-1,-5,0.0,-0.5
CCOC(=O)c1cc(C(C)C)sc1NC(=O)/C=C/C(=O)O,13,45*,0.1,0.0
COc1ccc(CCNC(=O)c2ccc3c(c2)NC(=O)CS3)cc1OC,4,-6,0.0,1.4
COc1cccc(CNC(=O)Cn2c(=O)oc3cc(Cl)ccc32)c1,10,3,0.0,0.0
CCC(=O)OC1=C(C)C2C3C(=O)N(c4ccc(F)cc4)C(=O)C3C1(C)C1C(=O)N(c3ccc(F)cc3)C(=O)C21 (stereo not given),12,-6,-0.3,-0.2
Cc1ccc2oc(-c3cc(NC(=O)c4ccccc4)ccc3O)nc2c1,16,8,0.5,-1.0
O=C(OCC(=O)N1CCCCCC1)c1cc(O)c(O)c(O)c1,91*,-2,-0.2,0.9
COc1cccc(NC(=O)CSc2cccc3cccnc23)c1,-1,-10,0.1,0.0
O=C(Nc1nnc(-c2ccccc2Cl)o1)c1cccc(Br)c1,-2,-2,0.6,-1.4
CCCC(C(=O)NC1=NCCS1)c1ccccc1 (stereo not given),13,-1,0.3,-0.1
N#C/C(=C/Nc1ccc(F)c([N+](=O)[O-])c1)c1nc(-c2ccccc2)cs1,11,7,-0.1,3.5
Cc1ccc(-n2nc3c(c2NC(=O)c2ccc(Cl)cc2)CSC3)cc1,6,-3,0.2,0.4
c1cc2c(cc1CNCC1CCCO1)CCO2 (stereo not given),7,6,0.2,2.2
CCOC(=O)c1c(NC(=O)C(C)Sc2nnc(CNC(=O)c3ccco3)n2C)sc2c1CCCCC2 (stereo not given),-10,2,0.0,3.9
Cc1ccc(CN2CCN(Cc3cc(=O)c4ccccc4[nH]3)CC2CCO)o1 (stereo not given),-11,1,-0.1,0.4
COc1ccc(S(=O)(=O)NCC(c2cccn2C)N2CCc3ccccc3C2)cc1C (stereo not given),-2,-13,-0.3,-0.3
Cc1ccc2c(c1)c(=O)c1ccccc1n2CCCC(=O)Nc1ccc(Br)cn1,-6,38*,0.5,17*
COc1ccc(OCCn2c(=N)n(Cc3ccccc3C)c3ccccc32)cc1,-8,-9,-0.3,0.5

# Rewritten tab-delimited: part of the list above
smiles	MITF inh	TEAD-YAP inh	FBW7 activator	GPR151 activ
COc1ccc(Nc2cc(-n3cccn3)nc(C)n2)cc1	2	1	-0.1	-0.7
NS(=O)(=O)c1ccc(CCNC(=O)CSc2nc3cc4c(cc3c(=O)n2CCC2=CCCCC2)OCO4)cc1	3	2	-0.1	0.5

# (further entries)
SMILES,MITF inh,TEAD-YAP inh,FBW7 activator,GPR151 activ
O=C(CCC(=O)N/N=C/c1ccc(O)cc1O)N/N=C/c1ccc(O)cc1O,26,0,-0.7,-0.7
COc1cc(NC(=O)c2coc(=O)c3ccccc23)cc(OC)c1OC,3,7,0.0,1.0
COc1ccc(CNC(=O)CCS(=O)(=O)c2ccc(Br)s2)cc1,-6,6,0.0,-0.1
COc1ccc(/C=C2/NC(=S)NC2=O)cc1Br,7,-4,0.0,1.2
CC(=O)N1CCN(c2ccccc2NC(=O)c2cc(Br)ccc2Cl)CC1,5,-1,-0.1,-0.5
Cc1nc2sccn2c1C(=O)N1CCC1,2,9,0.1,-0.4
Cc1ccc(C)c(NC(=O)CN(c2cc(C(F)(F)F)ccc2Cl)S(=O)(=O)c2ccccc2)c1,4,12,0.1,1.3
NS(=O)(=O)c1ccc(CCNS(=O)(=O)c2ccc3[nH]c(=O)c(=O)[nH]c3c2)cc1,-1,-2,0.1,1.9
COCCCn1c(CCC(=O)O)ccc1-c1ccc(F)cc1,14,-3,0.9,-1.7
Cn1c(N)c(C(=O)COc2ccc(Br)cc2)c(=O)n(C)c1=O,7,-2,0.0,-0.1
Cc1ccccc1Cn1c(SCc2ccc(F)cc2)nc2c1c(=O)n(C)c(=O)n2C,15,8,-0.1,0.1
COC(=O)c1ccccc1NC(=O)c1ccc(NC(=O)c2ccccc2)cc1,3,9,0.4,0.0
CSC1=C(C#N)C(c2cccs2)CC(=O)N1C (stereo not given),21,1,-0.1,0.5
CCN(CC)C(=O)CSc1nc2ccccc2n1C(=O)Oc1ccccc1,17,-17,0.0,0.7
CCOC(=O)c1ccccc1NC(=O)c1c[nH]c(=O)n(-c2ccc(OCC)cc2)c1=O,2,3,0.3,0.6
CCOc1cc2c(cc1OCC)C(c1cc(F)c(F)c(F)c1)NCC2 (stereo not given),7,-4,0.4,-0.2
O=C(NCCc1cnc[nH]1)c1ccc2c(=O)n(CC3CCCO3)c(=S)[nH]c2c1 (stereo not given),8,3,0.0,0.1
COCC(=O)NC(CC(C)C)c1nnc2n1CCN(C/C=C/c1ccco1)CC2 (stereo not given),27,1,1.4,-0.5
CCOc1ccc2nc(SCc3nc4ncccn4c3Cl)[nH]c2c1,10,-15,0.3,-1.4
O=C(NCC1CCC2(CCN(Cc3ccncc3)CC2)O1)c1cc2ccccc2o1 (stereo not given),-2,6,0.0,1.1
O=C(NC1CCCCCC1)C1CCCN(S(=O)(=O)c2ccc3[nH]c(=O)ccc3c2)C1 (stereo not given),-2,4,-0.1,0.2
CCOC(=O)c1cc([N+](=O)[O-])sc1NC(=O)c1cccc(Br)c1,16,-6,0.4,-1.2
COCCNC(=O)c1sc2ncnc(N3CCCCC3C)c2c1C (stereo not given),10,-3,0.0,1.3
O=S(=O)(c1cccc(-c2nc3c4c5c(sc4ncn3n2)CCCC5)c1)N1CCCC1,8,-8,-0.1,-1.6
CC(N)C(=O)N1CCN(c2nc(-c3ccccc3)c3cc([N+](=O)[O-])ccc3n2)CC1 (stereo not given),1,3,0.1,-1.2

# Next part.
SMILES,MITF inh,TEAD-YAP inh,FBW7 activator,GPR151 activ
CCOC(=O)CSC1=C(C#N)C(c2ccccc2C)CC(=O)N1 (stereo not given),-13,-2,-0.2,0.3
COC(=O)c1ccccc1NC(=O)COc1ccc(C(C)(C)c2ccccc2)cc1,5,-8,-0.2,-0.2
CC(C)CC(=O)Nc1ccc2oc(-c3cccnc3)nc2c1,-20,-72,0.0,-0.5
CCOC(=O)N1CCN(c2ncnc3c2cnn3-c2ccc(C)cc2)CC1,-6,-18,0.2,-0.4
CC(C)C[C@H](O)C(=O)N1CCC(Nc2ccc3[nH]ncc3c2)CC1,11,16,-0.2,-1.1
COC(=O)c1c(NC(=O)c2ccc(Br)o2)sc(C)c1C,-8,-6,0.2,-0.1
COc1ccc(C)cc1N(CC(=O)NC1CC1)S(=O)(=O)c1ccccc1,-12,0,0.0,2.2
Cc1ccc(Cl)cc1NC(=O)CCc1c(C)nc2ncnn2c1C,7,-3,0.0,0.4
CCC(=O)c1ccc(OCCn2cncn2)cc1,11,7,0.8,0.0
Cc1cccc(C(=O)Nc2nc3ccc(C)cc3s2)c1,-4,-61,-0.1,-1.1
COc1cc(/C=C2/C(=N)N3OC(C)=CC3=NC2=O)ccc1OC(=O)c1ccco1,-1,5,0.1,-0.5
Cc1cccc(OCCOCCNCCc2ccccc2)c1,3,-16,-0.1,-0.6
Cc1nc(Nc2ccc(C)c(Cl)c2)c2c3c(sc2n1)CCC3,4,4,-0.1,-1.6
COCC(=O)N(c1ccccc1)C1C=CS(=O)(=O)C1 (stereo not given),-4,-8,0.0,-1.8
COc1cc(CN2CCOCC2)cc(OC)c1,42,4,-0.1,-0.8
COC(=O)CSc1nc(C)nc2scc(-c3cccs3)c12,8,-1,0.1,2.8
COc1cc([N+](=O)[O-])cc2cc(C(=O)O)oc12,-7,4,-0.1,-0.1
CCCCCNC(=O)c1ccc(N2CCC(Cc3ccccc3)CC2)c([N+](=O)[O-])c1,7,-5,-0.1,0.7
COc1ccc(N2C(=O)CN(C(=O)c3cc(C(C)C)nn3C)CC23CCCC3)cc1,-6,5,0.0,0.5
CCCN(CCC)S(=O)(=O)c1ccc(C(=O)Nc2nc3c(s2)CCCC3)cc1,2,-9,0.0,-1.5
CCOc1cc(/C=N/n2nnnc2N)ccc1OCc1c(C)no[n+]1[O-],-10,6,-0.3,-0.5
CCCNc1nc(N2CCN(c3ccccn3)CC2)nc2c1ncn2-c1ccsc1,8,12,-0.1,1.7
Cc1c(Cl)cccc1NC(=O)c1ccc(Cl)c([N+](=O)[O-])c1,-5,3,0.1,1.1
Cc1ccsc1C1C(C#N)=C(N)N(N(C)C)C2=C1C(=O)CC(C)(C)C2 (stereo not given),-1,3,0.1,0.9
COC(=O)CN(C)C(=O)CC1C(=O)NCCN1Cc1ccc(F)cc1 (stereo not given),5,-4,0.0,-0.2

# The results go on.
SMILES,MITF inh,TEAD-YAP inh,FBW7 activator,GPR151 activ
CCCn1c(=N)n(CC(=O)O)c2ccccc21,-11,-3,-0.1,-0.6
c1ccc(NC(=NCc2ccco2)c2ccccc2)cc1,1,-5,0.0,-0.3
O=C(c1ccc(S(=O)(=O)Cc2ccccc2Cl)c([N+](=O)[O-])c1)N1CCN(c2ccccn2)CC1,8,14,-0.2,-0.5
COc1cccc(C2CC(c3cccs3)=NN2C(=O)CSc2nnc(CNC(=O)c3ccccc3F)n2Cc2ccccc2)c1OC (stereo not given),-6,12,-0.1,1.2
CC1CCCC(N2CCN(Cc3ccc([N+](=O)[O-])cc3)CC2)C1 (stereo not given),94*,-14,-0.2,-0.6
CCn1c(/C=N/NC(=O)c2ccccc2O)nc2ccccc21,1,-13,-0.1,-1.5
COc1ccc(NC(=O)C2CC2(c2ccc(C)cc2)c2ccc(C)cc2)cc1 (stereo not given),14,6,1.3,0.1
C=CSc1sc(Cl)c(N2CCCCC2)c1[N+](=O)[O-],-23,1,-0.1,-0.1
c1ccc(Cc2nn3c(C4COc5ccccc5O4)nnc3s2)cc1 (stereo not given),13,-9,-0.1,-0.6
CC(C)c1nnc(NC(=O)c2ccc(Cl)cc2)s1,-8,-63,0.0,-0.6
COc1ccc(CNC(=O)c2nnn(CC(=O)Nc3ccc(C)cc3)c2N)cc1,8,-4,-0.1,0.6
Cc1cccc(C(=O)NC(CC(=O)O)c2cccc([N+](=O)[O-])c2)c1 (stereo not given),5,7,0.8,1.6
Cc1cc2nc(CCCC(=O)O)[nH]c2cc1C,20,0,0.9,-0.6
Cc1ccc(Nc2nc3ccccc3n3nnnc23)c(C)c1,4,-4,0.1,-0.6
CCOc1ccc(-n2c(C)cn3c4c(=O)[nH]c(=O)n(C)c4nc23)cc1,23,-7,0.1,-0.2
CCOC(=O)CCSCC(=O)N1N=C(c2ccc(OC)cc2)CC1c1cccc(OC)c1OC (stereo not given),1,-8,-0.1,-0.3
CCOC(=O)c1c(NC(C)=O)sc2c(O)c(Br)cc(Br)c12,5,-8,-0.3,-1.3

# Of the compounds above, these contain an aryl methoxy group:
SMILES,MITF inh,TEAD-YAP inh,FBW7 activator,GPR151 activ
COc1ccc(Nc2cc(-n3cccn3)nc(C)n2)cc1,2,1,-0.1,-0.7
COc1ncc(C(=O)N2CCc3ccc(NC(=O)Cc4ccccc4F)cc3C2)cn1,3,-2,-0.1,0.6
COc1ccc2c(c1)OC1(C)CC2C(C(=O)c2ccccc2OC)C(=O)N1 (stereo not given),-1,-5,0.0,-0.5
COc1ccc(CCNC(=O)c2ccc3c(c2)NC(=O)CS3)cc1OC,4,-6,0.0,1.4
COc1cccc(CNC(=O)Cn2c(=O)oc3cc(Cl)ccc32)c1,10,3,0.0,0.0
COc1cccc(NC(=O)CSc2cccc3cccnc23)c1,-1,-10,0.1,0.0
COc1ccc(S(=O)(=O)NCC(c2cccn2C)N2CCc3ccccc3C2)cc1C (stereo not given),-2,-13,-0.3,-0.3
COc1ccc(OCCn2c(=N)n(Cc3ccccc3C)c3ccccc32)cc1,-8,-9,-0.3,0.5
COc1cc(NC(=O)c2coc(=O)c3ccccc23)cc(OC)c1OC,3,7,0.0,1.0
COc1ccc(CNC(=O)CCS(=O)(=O)c2ccc(Br)s2)cc1,-6,6,0.0,-0.1
COc1ccc(/C=C2/NC(=S)NC2=O)cc1Br,7,-4,0.0,1.2
COc1ccc(C)cc1N(CC(=O)NC1CC1)S(=O)(=O)c1ccccc1,-12,0,0.0,2.2
COc1cc(/C=C2/C(=N)N3OC(C)=CC3=NC2=O)ccc1OC(=O)c1ccco1,-1,5,0.1,-0.5
COc1cc(CN2CCOCC2)cc(OC)c1,42,4,-0.1,-0.8
COc1cc([N+](=O)[O-])cc2cc(C(=O)O)oc12,-7,4,-0.1,-0.1
COc1ccc(N2C(=O)CN(C(=O)c3cc(C(C)C)nn3C)CC23CCCC3)cc1,-6,5,0.0,0.5
COc1cccc(C2CC(c3cccs3)=NN2C(=O)CSc2nnc(CNC(=O)c3ccccc3F)n2Cc2ccccc2)c1OC (stereo not given),-6,12,-0.1,1.2
COc1ccc(NC(=O)C2CC2(c2ccc(C)cc2)c2ccc(C)cc2)cc1 (stereo not given),14,6,1.3,0.1
COc1ccc(CNC(=O)c2nnn(CC(=O)Nc3ccc(C)cc3)c2N)cc1,8,-4,-0.1,0.6
CCOC(=O)CCSCC(=O)N1N=C(c2ccc(OC)cc2)CC1c1cccc(OC)c1OC (stereo not given),1,-8,-0.1,-0.3

# Screening data from PubChem BioAssay.
